High-throughput results (PubChem)
HePTP inhibitor: inhibitors of human HePTP phosphatase | P35236 | recombinant HePTP phosphatase activity, OD absorbance | inhibition, % at 20 µM | actives 0.64% (n = 110,000) | AID 521; in the data active means inhibition above about 50%;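 further: plate controls were vehicle for no effect and reference inhibitor for full effect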
Target sequence (P35236 whole entry, looked up): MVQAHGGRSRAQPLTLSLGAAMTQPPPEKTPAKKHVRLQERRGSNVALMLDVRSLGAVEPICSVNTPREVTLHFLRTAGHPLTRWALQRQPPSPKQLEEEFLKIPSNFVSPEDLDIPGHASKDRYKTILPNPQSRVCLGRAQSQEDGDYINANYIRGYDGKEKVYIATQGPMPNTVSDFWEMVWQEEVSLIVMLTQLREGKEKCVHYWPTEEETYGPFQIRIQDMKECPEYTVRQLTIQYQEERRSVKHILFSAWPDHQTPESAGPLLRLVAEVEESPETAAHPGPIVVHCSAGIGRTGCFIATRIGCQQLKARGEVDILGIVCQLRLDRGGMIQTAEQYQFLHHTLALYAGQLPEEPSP
BAP1 inh: human BAP1 deubiquitinase inhibition. Q92560. recombinant BAP1, Ub-AMC hydrolysis fluorescence kinetic; stronger effect = lower value. activity remaining (% of control), % at 20 µM. actives 0.48% (n = 72,000). AID 436;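 active means activity remaining at or below 50% of control, provided the compound also passes the data quality filters; inactive means the rest, including low values that fail the filters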;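 further: 100% = DMSO wells rate and 0% = substrate alone blank rate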
Target sequence (Q92560 whole entry, looked up): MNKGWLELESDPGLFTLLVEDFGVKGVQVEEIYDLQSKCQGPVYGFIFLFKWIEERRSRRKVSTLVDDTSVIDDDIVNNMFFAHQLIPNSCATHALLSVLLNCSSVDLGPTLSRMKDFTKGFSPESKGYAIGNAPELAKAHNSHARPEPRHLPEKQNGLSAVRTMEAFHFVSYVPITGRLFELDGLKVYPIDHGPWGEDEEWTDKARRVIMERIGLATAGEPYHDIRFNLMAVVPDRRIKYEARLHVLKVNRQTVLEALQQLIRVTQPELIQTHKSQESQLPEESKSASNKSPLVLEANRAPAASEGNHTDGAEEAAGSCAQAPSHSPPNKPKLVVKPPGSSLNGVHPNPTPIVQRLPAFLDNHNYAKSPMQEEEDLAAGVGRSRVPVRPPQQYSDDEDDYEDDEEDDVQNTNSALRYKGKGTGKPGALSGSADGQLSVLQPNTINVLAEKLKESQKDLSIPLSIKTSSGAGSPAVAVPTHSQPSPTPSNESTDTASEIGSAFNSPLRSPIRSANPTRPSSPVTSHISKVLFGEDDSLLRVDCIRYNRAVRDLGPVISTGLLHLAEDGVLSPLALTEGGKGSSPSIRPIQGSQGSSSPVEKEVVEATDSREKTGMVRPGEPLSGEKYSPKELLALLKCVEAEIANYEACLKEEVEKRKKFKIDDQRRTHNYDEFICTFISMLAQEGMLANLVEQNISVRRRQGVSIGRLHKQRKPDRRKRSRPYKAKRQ
Numbers without * were called inactive; x = not tested or not shown.

| SMILES | HePTP inhibitor | BAP1 inh |
| --- | --- | --- |
| C=C(C)COc1ccc2oc(C)c(C(=O)OC)c2c1 | -8 | x |
| O=C(COc1ccccc1)NCc1nnc(SCC(=O)Nc2nccs2)n1-c1ccccc1 | 5 | 91 |
| O=C1NC(=O)N(c2ccc(Cl)cc2)C(=O)/C1=C/c1ccc(Br)s1 | -12 | x |
| Cc1c(Cl)cccc1-n1ncnc1-c1cccc(Cl)c1 | -7 | x |
| NC(=O)CSc1nc2ccccc2n1-c1ccccc1 | 2 | 103 |
| Nc1ccc(S(=O)(=O)Nc2nccc(/C=C/c3cccc(Cl)c3)n2)cc1 | -19 | x |
| Clc1ccc(C(c2ccccc2Cl)C(Cl)Cl)cc1 (stereo not drawn) | x | 102 |
| CC(=O)Oc1ccc(C(=O)Nc2cc(C)on2)cc1 | 8 | 70 |
| CN1C(=O)CC(n2c(CO)nc3ccccc32)C1=O (stereo not drawn) | 0 | 181 |
| CCC(=O)N1c2ccc(S(=O)(=O)CCC(=O)NCCC3=CCCCC3)cc2CC1C (stereo not drawn) | 8 | 100 |
| c1cncc(-c2nnc3n2N=C(c2cccs2)CS3)c1 | 8 | 79 |
| O=C1C(Cl)=C(NCC2CCCO2)C(=O)N1CCc1ccccc1 (stereo not drawn) | -6 | 111 |
| CCOc1ccc(CN2CCN(C(=O)c3ccc(-c4ccccc4)cc3)CC2)cc1 | -16 | x |
| CCc1nc2ccccc2n1CC(O)COc1ccc(OC)cc1 (stereo not drawn) | 1 | x |
| Cn1c2c(c(=O)n(C)c1=O)CN(CCCN1CCOCC1)CN2 | 2 | 97 |
| Cc1ccc(S(=O)(=O)N(C)Cc2ccccc2)cc1[N+](=O)[O-] | 6 | x |
| CC1=C(C(=O)OC2CCCC2)C(c2ccc(Cl)cc2)NC(=O)N1 (stereo not drawn) | 2 | x |
| CC(C)(C)c1ccc(S(=O)(=O)NNc2ccccc2)cc1 | 101* | x |
| O=c1c2cnn(-c3ccccc3)c2nnn1Cc1ccccn1 | 4 | 110 |
| CCCOC(=O)C1=C(C)NC2=C(C(=O)CC(C)(C)C2)C1c1ccccc1 (stereo not drawn) | x | 161 |
| N/C(=N\OC(=O)c1cccc(Cl)c1)c1ccncc1 | -3 | x |
| O=C(Nc1ccccc1)c1ccc(S(=O)(=O)N2CCCc3ccccc32)cc1 | 9 | x |
| COc1ccc(NC(=O)COc2ccccc2)c(OC)c1 | 6 | 78 |
| COc1ccc(OC(C)C(=O)NCc2cccnc2)cc1 (stereo not drawn) | 5 | 109 |
| O=[N+]([O-])c1cccc(C2N(c3ccccc3)CCN2c2ccccc2)c1 | -10 | x |
| CCn1c(CN2CCN(C(=O)c3ccco3)CC2)nc2c1c(=O)n(C)c(=O)n2C | -1 | 123 |
| COc1cccc(CC(CC(=O)Nc2cc(C)ccc2C)C(=O)O)c1 (stereo not drawn) | -4 | x |
| COc1cc(Cl)c(C)cc1NC(=O)CSc1nc2ccccc2o1 | 1 | 62 |
| COc1ccc(C(=O)Nc2ccc(-c3nc4cc(C)ccc4o3)cc2)cc1Br | 0 | x |
| COc1ccc(C2/C(=C(/O)c3ccccc3)C(=O)C(=O)N2CCN2CCOCC2)c(OC)c1 (stereo not drawn) | 7 | 75 |
| Fc1cccc(Cl)c1Cn1nnc(-c2ccc3c(c2)OCO3)n1 | 2 | 74 |
| CCN1CCCC1CNC(=O)c1cc2c(-c3ccc(Cl)cc3)nn(C)c2s1 (stereo not drawn) | 3 | 88 |
| COc1ccc(/C=N/S(=O)(=O)c2cccs2)cc1OC | 0 | x |
| Cc1ccc(OCCn2c(CCCO)nc3ccccc32)cc1 | 5 | 111 |
| NC(=O)c1oc2ccccc2c1NC(=O)c1nc2ccccc2s1 | 3 | 85 |
| Cc1ccc(NC(=O)CN(c2ccc(C)c(Cl)c2)S(C)(=O)=O)cc1C | -2 | x |
| COc1cc(C(=O)NC(NC(=S)Nc2ccc(C)cc2)C(Cl)(Cl)Cl)cc(OC)c1OC (stereo not drawn) | 2 | x |
| Cc1ccsc1C(=O)OCC(=O)c1cc2ccccc2o1 | -1 | x |
| FC(F)(F)c1ccc2nnc(-c3c(Cl)cccc3Cl)n2c1 | -5 | x |
| COc1ccc(NC(=O)CN(C)S(=O)(=O)c2cccc3cccnc23)cc1 | 3 | 91 |
| COc1cccc(/C=C2/SC(=S)N(CCC(=O)N3c4ccccc4Sc4ccc(Cl)cc43)C2=O)c1 | -10 | x |
| C=CCC(C#Cc1ccccc1)N(C)C (stereo not drawn) | 4 | 107 |
| O=C(CSc1n[nH]c(-c2ccncc2)n1)c1ccccc1 | 1 | 95 |
| COc1ccc(CCNC(=O)COC(=O)c2ccco2)cc1OC | -12 | 104 |
| COc1ccc(NC(=O)CCc2ccccc2)cc1NC(=O)c1ccco1 | 8 | 98 |
| CN(C)c1ccc(C(=O)Nc2cccc3c2C(=O)c2ccccc2C3=O)cc1 | x | 123 |
| COC(=O)C1=C(C)NC(=O)CC1c1ccc(Cl)cc1Cl (stereo not drawn) | 9 | x |
| CN(C=O)CP(=O)(O)CCN1CCCC1=O | 5 | 100 |
| COc1cc(/C=C2\C(=O)NC(=O)N(c3cccc(Br)c3)C2=O)cc(Cl)c1O | -14 | x |
| CC(=O)c1ccc(NC(=O)c2cccnc2)cc1 | 2 | x |
| COc1ccccc1N=c1scc(-c2ccc3c(c2)NC(=O)CO3)n1CC1CCCO1 (stereo not drawn) | 5 | 95 |
| O=C(COc1c(F)c(F)cc(F)c1F)NC(=O)NC1CCCC1 | 6 | 88 |
| O=C(CCCCCn1c(=O)[nH]c2ccsc2c1=O)N1CCCCC1 | 3 | 89 |
| O=C1c2ccccc2C(=O)C1c1ccc2ccccc2n1 | 10 | 82 |
| Cc1onc(-c2ccccc2)c1C(=O)NCc1ccc(Cl)c(Cl)c1 | -6 | x |
| NC(=O)c1cc2cc([N+](=O)[O-])ccc2oc1=Nc1cccc2ccccc12 | x | 92 |
| CCn1ncc(NC(=O)Nc2cccc(C(F)(F)F)c2)c1C(N)=O | -3 | 117 |
| NS(=O)(=O)c1cccc(NC(=O)/C=C/c2cccc([N+](=O)[O-])c2)c1 | -1 | x |
| Cc1ccc(-c2nc(C#N)c(NCc3ccco3)o2)cc1 | 9 | x |
| COc1ccc(-c2nc(Cn3c(SCc4cccc(F)c4)nc4ccncc43)c(C)o2)cc1OC | 7 | 85 |

New compounds follow.
| SMILES | HePTP inhibitor | BAP1 inh |
| --- | --- | --- |
| Cc1ccc(NC(=O)CCC(=O)N(CC(N)=O)CC(N)=O)cc1 | 6 | x |
| c1cn2cc(CSC3CCCCC3)nc2s1 | 7 | 103 |
| CCC(c1nnnn1Cc1ccc(F)cc1)N1CCN(C2CCCCC2)CC1 (stereo not drawn) | 7 | 91 |
| CCOC(=O)C1(C)NC(c2ccc(N(C)C)cc2)C2C(=O)N(c3ccc(OC)cc3)C(=O)C21 (stereo not drawn) | -4 | 98 |
| CCOC(=O)c1c(NC(=O)/C=C/c2ccc3c(c2)OCO3)sc(C(C)=O)c1C | 10 | x |
| O=C(OCC1CC(c2ccccn2)=NO1)c1ccc(Br)cc1 (stereo not drawn) | -3 | 97 |
| Cc1cccc(-c2c3c(=O)n(C)c(=O)n(C)c3cn2CC2CCCO2)c1 (stereo not drawn) | -11 | 65 |
| CCn1c(SCC(=O)Nc2ccc(C(C)=O)cc2)nc2ccccc21 | 3 | 96 |
| Cc1ccc(S(=O)(=O)N(CC(=O)N2CCC(C(N)=O)CC2)Cc2ccc(F)cc2)cc1 | 5 | 95 |
| Cn1cnnc1SCC(=O)Nc1ccccc1C(=O)NC1CCCC1 | 3 | 124 |
| CCOc1ccc(-c2noc(COC)n2)cc1OC | 9 | 91 |
| CCOC(=O)c1c(C)nc2n(/N=C/c3ccc([N+](=O)[O-])cc3)c3ccccc3n12 | 8 | x |
| Cc1ccc(S(=O)(=O)C2(C(=O)Nc3nccs3)CC2)cc1 | 9 | 88 |
| COc1ccc(-c2csc(NC(=O)c3cc(C)on3)c2C#N)cc1OC | 6 | 134 |
| O=C(Nc1ccccc1)NC1(C(=O)N2CCN(C(=O)c3ccco3)CC2)CCCCC1 | 0 | 114 |
| CCOC(=O)Cn1c(-c2ccccn2)nc2ccccc21 | -5 | 92 |
| O=C1NC(=O)/C(=C\c2ccc(-c3cccc([N+](=O)[O-])c3)o2)S1 | 14 | x |
| COc1c(Br)cc2c(C)c(C(=O)O)oc2c1Br | 0 | 95 |
| COc1ccc(Br)cc1CN1CCCC(C(=O)N2CCCCCC2)C1 (stereo not drawn) | 10 | 99 |
| CN1CCN(NC(=O)COc2ccc(Cl)cc2)CC1 | 11 | x |

Quoted at random: 6 compounds from above, in no set order.
| SMILES | HePTP inhibitor | BAP1 inh |
| --- | --- | --- |
| COc1c(Br)cc2c(C)c(C(=O)O)oc2c1Br | 0 | 95 |
| Cc1ccc(S(=O)(=O)N(CC(=O)N2CCC(C(N)=O)CC2)Cc2ccc(F)cc2)cc1 | 5 | 95 |
| CCOC(=O)Cn1c(-c2ccccn2)nc2ccccc21 | -5 | 92 |
| O=C(OCC1CC(c2ccccn2)=NO1)c1ccc(Br)cc1 (stereo not drawn) | -3 | 97 |
| Cc1cccc(-c2c3c(=O)n(C)c(=O)n(C)c3cn2CC2CCCO2)c1 (stereo not drawn) | -11 | 65 |
| CCOC(=O)c1c(NC(=O)/C=C/c2ccc3c(c2)OCO3)sc(C(C)=O)c1C | 10 | x |

Returning to the listing with the 4 entries that preceded the break.
| SMILES | HePTP inhibitor | BAP1 inh |
| --- | --- | --- |
| O=C1NC(=O)/C(=C\c2ccc(-c3cccc([N+](=O)[O-])c3)o2)S1 | 14 | x |
| COc1c(Br)cc2c(C)c(C(=O)O)oc2c1Br | 0 | 95 |
| COc1ccc(Br)cc1CN1CCCC(C(=O)N2CCCCCC2)C1 (stereo not drawn) | 10 | 99 |
| CN1CCN(NC(=O)COc2ccc(Cl)cc2)CC1 | 11 | x |
| O=S(=O)(NCC1CCCO1)c1ccc(Oc2ccccc2)cc1 (stereo not drawn) | 5 | 55 |
| CC(C)Cn1c(-c2ccc(F)cc2)n[nH]c1=S | 7 | 101 |
| CCOC(=O)c1c(NC(=O)c2c(-c3ccccc3)noc2C)sc(C(=O)N(CC)CC)c1C | 8 | x |
| COc1ccc(COCC(O)CN2CCN(Cc3ccccc3)CC2)cc1OC (stereo not drawn) | 10 | x |
| O=C1NN(c2ccc(Cl)c(Cl)c2)C(=O)/C1=C/c1ccc2c(c1)OCO2 | 4 | x |
| O=C(CSc1nnnn1-c1ccccc1)N1CCc2ccccc2C1 | -1 | 79 |
| COc1ccc(N2C(=O)C3CCCN3C2c2cccc(C)c2)cc1Cl (stereo not drawn) | 6 | 98 |
| C=CCn1c(SCc2ccccc2C#N)nnc1-c1cc(Br)ccc1O | -3 | 67 |
| CCCn1c(N2CCN(CC(=O)c3c(C)n(C)c4ccccc34)CC2)nc2c1c(=O)[nH]c(=O)n2C | 8 | 112 |
| CC(=O)/C(C)=N/O | x | 96 |
| CCC1=NN(C(=O)c2cccc([N+](=O)[O-])c2)C(O)(c2ccncc2)C1 (stereo not drawn) | 8 | x |
| COc1ccccc1N1CCN(C2CCN(C(=O)c3cccs3)CC2)CC1 | 7 | 84 |
| c1nc(NCCN2CCOCC2)c2c3c(sc2n1)CCCCC3 | 10 | 100 |
| CCOC(=O)c1c(C)n(O)c2ccc(Cl)cc2c1=O | 3 | 82 |
| C=CCN1C(=O)CC(C(=O)NC)SC1=Nc1ccc(C(=O)OCC)cc1 (stereo not drawn) | 9 | 99 |
| COC(=O)c1ccccc1NC(=O)c1noc2c1CC(C(C)(C)C)CC2 (stereo not drawn) | 0 | 116 |
| O=C1CCCc2c1cc(C(=O)NCc1ccco1)c(=O)n2-c1ccccc1 | 8 | 87 |
| C=CCn1c(SCC(N)=O)nnc1-c1cccc(Br)c1 | -3 | 104 |
| c1ccc2c(c1)oc1c(Nc3ccc4c(c3)OCO4)ncnc12 | -3 | 77 |
| Cc1ccc(/C=C2\C(=O)NC(=S)N(c3ccc(Br)cc3)C2=O)o1 | 33 | x |
| CCN(Cc1cc2ccc(C)cc2[nH]c1=O)C(=O)c1cccnc1 | -1 | 86 |
| COc1ccc(CN2CC(C(=O)NCc3ccccn3)CC2=O)cc1 (stereo not drawn) | 10 | 97 |
| CCOC(=O)c1ccc(NC(=O)CC2C(=O)N(c3ccc(F)cc3)C(=O)N2CCCOC)cc1 (stereo not drawn) | -1 | 103 |
| CCOc1ccc2[nH]c(=O)c(CN(Cc3cccs3)Cc3nnnn3C(C)(C)CC)cc2c1 | 0 | x |
| CC1(C)CC(O)C(C)(C)N1O (stereo not drawn) | -9 | 124 |
| COc1ccccc1-c1csc(NC(=O)c2ccc(S(=O)(=O)N(C)C)cc2)n1 | x | 254 |
| Cc1[nH]c(=O)[nH]c(=O)c1S(=O)(=O)NCCc1ccc(S(N)(=O)=O)cc1 | x | 99 |
| COc1ccc(OC)c(N2C(=O)CCC2=O)c1 | 0 | x |
| CSc1nnc(NC(=O)c2ccc(C)c(S(=O)(=O)N3CCOCC3)c2)s1 | -6 | 112 |
| O=C(Cc1nnc(NC(=O)Nc2cccc(Cl)c2)s1)Nc1ccccc1 | -3 | x |
| c1cc2c(cc1C1=Nn3c(nnc3C3CCCCC3)SC1)OCO2 | 14 | 99 |
| Cc1nnc(C)n1/N=C/c1ccc(O)c(O)c1 | 1 | x |
| O=C(Cc1ccccc1)N1CCC(c2nc3ccccc3[nH]2)CC1 | 7 | 106 |
| Cc1ccc(C(=O)Nc2ccccc2N)cc1 | x | 52 |
| CCOC(=O)c1sc(NC(=O)c2ccc(C(C)C)cc2)nc1C | 4 | x |
| CN(C)CC(O)COc1cccc(OCC(O)CN(C)C)c1 (stereo not drawn) | 6 | 82 |
| O=C(Oc1cccc2c(=O)[nH]ccc12)c1ccccc1 | 4 | 518 |
| O=C(c1ccc(Cl)cc1)N1CCN(c2cccc(Cl)c2)CC1 | 6 | x |
| COc1ccc(N2CCN(Cc3cc(=O)oc4c3ccc3ccccc34)CC2)cc1 | 0 | 48* |
| c1ccc(Cn2nnnc2C(c2ccccc2)N2CCN(c3nc4ccccc4s3)CC2)cc1 (stereo not drawn) | -1 | 70 |
